# MITF inh: human MITF inhibition, primary screen; O75030; AlphaScreen MITF homodimerization, bead proximity signal; inhibition, % at 2.6 µM; actives 0.91% (n = 650,000); AID 1259374; in the data active = inhibition above about 50%;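 note: 0% = vehicle wells with protein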
# Target sequence (O75030 whole entry, looked up): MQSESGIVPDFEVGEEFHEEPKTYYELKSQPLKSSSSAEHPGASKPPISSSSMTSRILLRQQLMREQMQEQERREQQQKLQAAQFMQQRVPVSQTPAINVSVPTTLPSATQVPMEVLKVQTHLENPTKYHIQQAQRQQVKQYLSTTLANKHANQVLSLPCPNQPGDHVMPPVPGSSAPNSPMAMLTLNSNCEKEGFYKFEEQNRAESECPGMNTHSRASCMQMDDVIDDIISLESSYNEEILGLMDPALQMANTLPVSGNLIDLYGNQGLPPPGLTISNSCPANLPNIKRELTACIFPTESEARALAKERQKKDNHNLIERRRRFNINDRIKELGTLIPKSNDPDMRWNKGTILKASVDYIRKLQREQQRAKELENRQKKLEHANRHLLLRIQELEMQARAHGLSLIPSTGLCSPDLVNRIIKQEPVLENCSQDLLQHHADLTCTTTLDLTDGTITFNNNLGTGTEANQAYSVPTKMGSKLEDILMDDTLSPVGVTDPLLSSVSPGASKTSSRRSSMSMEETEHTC
# GPR151 ag: human GPR151 activation; Q8TDV0; PathHunter beta-arrestin GPR151 cells, luminescence; activation, % at 11.2 µM; actives 1% (n = 650,000); AID 1508602; in the data active = activation above about 4.9%;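 note: 0% = median of compound wells and 100% = cells with positive control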
# Target sequence (Q8TDV0 whole entry, looked up): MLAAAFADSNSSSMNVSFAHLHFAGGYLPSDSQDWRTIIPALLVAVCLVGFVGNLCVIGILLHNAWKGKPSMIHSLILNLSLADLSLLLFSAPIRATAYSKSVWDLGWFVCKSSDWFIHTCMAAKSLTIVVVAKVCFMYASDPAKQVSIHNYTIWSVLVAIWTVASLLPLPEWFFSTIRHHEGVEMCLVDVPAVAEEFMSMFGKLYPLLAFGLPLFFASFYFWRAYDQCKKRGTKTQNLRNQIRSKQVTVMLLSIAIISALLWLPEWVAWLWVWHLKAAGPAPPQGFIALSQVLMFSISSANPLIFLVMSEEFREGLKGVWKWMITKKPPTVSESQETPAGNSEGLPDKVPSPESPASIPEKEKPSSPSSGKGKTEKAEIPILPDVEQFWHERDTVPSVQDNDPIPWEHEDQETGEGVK
# FBW7 activator: activators of human E3 ligase FBW7. AlphaScreen FBW7–phospho-cyclin E peptide binding, activator screen. normalized activity (activation), % at 26.1 µM. actives 0.13% (n = 650,000). Q969H0; in the data active = normalized activity above about 1.9%;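 note: purified mutant Fbw7 with reduced substrate affinity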
# TEAD-YAP inh: TEAD-YAP interaction inhibition; AID 1259422; actives 1.4% (n = 640,000); HEK-TIYL cells, TEAD-Gal4/YAP UAS-luciferase luminescence; inhibition, % at 9.12 µM; in the data active = inhibition above about 32%;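 note: 0% = median of test compound wells and 100% = reference inhibitor wells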
# * marks the source's active call; other numbers are inactive results. Rows are unselected; 3.4% or so of the library scored in one or more.
# Short keys – A = MITF inh; B = GPR151 ag; C = FBW7 activator; D = TEAD-YAP inh
Cc1cccc(N(CC(O)Cn2c3ccccc3c3ccccc32)S(=O)(=O)c2ccc(Cl)cc2)c1 (stereo not given)
  A: 2; B: 3.7; C: -0.1; D: 7
COc1ccc(S(=O)(=O)N(CCc2ccccc2)CC(=O)Nc2ccc(Cl)cc2)cc1
  A: -14; B: -1.2; C: 0.2; D: 6
CC(=O)c1ccc(NC(=O)CSc2nc3[nH]ncc3c(=O)[nH]2)cc1
  A: 2; B: -1.8; C: -0.2; D: 4
O=C(NC(Cc1ccccc1)C(=O)O)/C(=C\c1cccc([N+](=O)[O-])c1)NC(=O)c1ccccc1 (stereo not given)
  A: 13; B: 0.0; C: 0.0; D: 8
COc1cccc(-n2c(SCC(N)=O)nnc2-c2ccccn2)c1
  A: 10; B: -0.2; C: 0.1; D: 6
Cc1cc(Nc2ccc(N3CCOCC3)cc2)nc(NC2CCN(Cc3ccccc3)CC2)n1
  A: 12; B: 0.0; C: -0.4; D: 7
Fc1ccc(Nc2nc(-c3ccccc3Cl)nc3ccccc23)cc1
  A: 1; B: 3.0; C: 0.0; D: 13
CN(C(=O)C12CC3CC(CC(C3)C1)C2)c1nnc(-c2cccnc2)s1
  A: 9; B: -0.7; C: 0.1; D: 5
Cc1cccc(Cn2c(SCc3ccc(F)cc3)nc3c2c(=O)[nH]c(=O)n3C)c1
  A: 9; B: 0.8; C: 0.1; D: 12
COc1ccc(/C=C/C(=O)N2c3ccccc3-c3c(ssc3=S)C2(C)C)cc1
  A: 21; B: -0.4; C: 0.4; D: 2
O=c1cc(-c2ccccc2)nc(N2CCN(Cc3ccc4c(c3)OCO4)CC2)[nH]1
  A: 15; B: -3.0; C: 0.5; D: 12
CCOC(=O)N1CCC(NCc2c(C(=O)O)c(C)n(Cc3ccc(C)cc3)c2C)CC1
  A: 24; B: 0.7; C: -0.1; D: 2
CCOC(=O)c1c(NC(NC(=O)c2ccccc2OC)(C(=O)OC)C(F)(F)F)sc(-c2ccccc2)c1C (stereo not given)
  A: 22; B: -1.2; C: -0.1; D: 10
NC(=O)C1CCN(CC(=O)NC(=O)NC2CCCC2)CC1
  A: 1; B: 0.6; C: -0.2; D: -6
CC(C)CC1C(=O)Nc2cc(S(C)(=O)=O)ccc2N1C(=O)Cc1ccccc1 (stereo not given)
  A: 8; B: -1.2; C: 0.1; D: -4
COC(=O)c1ccc(NC(=O)CC2C(=O)N(c3ccc(OC)cc3)C(=S)N2CCc2ccccc2)cc1 (stereo not given)
  A: -8; B: -0.2; C: -0.1; D: -8
Cn1cc(C(=O)N=Nc2c(O)[nH]c3ccccc23)ccc1=O
  A: -5; B: 2.0; C: 0.2; D: -7
COc1cc(C2C(C(=O)OC3CCCCC3)=C(C)NC3=C2C(=O)CC(C)(C)C3)ccc1OCc1ccccc1 (stereo not given)
  A: 1; B: 1.4; C: -0.1; D: 4
CCOc1ccccc1NC(=O)Cn1nnc(C(=O)OC)c1C(=O)OC
  A: 12; B: 0.0; C: 0.1; D: 3
COc1ccc2c(c1)c(CC(=O)Nc1c(C)n(C)n(-c3ccccc3)c1=O)c(C)n2C(=O)c1ccc(Cl)cc1
  A: 10; B: 0.6; C: -0.1; D: 20
O=C(Cc1ccccc1)Nc1sc2c(c1C(=O)O)CCCC2
  A: -4; B: 2.5; C: 0.0; D: 6
Cc1ccc(/C=C/C(=O)Nc2sc3c(c2C(N)=O)CCCC3)cc1
  A: 0; B: 0.2; C: 0.0; D: -8
C/C(=N\Nc1nc2ccccc2nc1C)c1ccccc1O
  A: -4; B: 0.0; C: 0.1; D: -8
CCn1c(=O)c2c(nc3n(-c4ccc(F)cc4)c(C)cn23)n(C)c1=O
  A: -7; B: -2.1; C: 0.1; D: 3
CCCCN(C(=S)Nc1cccc(OC)c1)C1CCN(C(C)=O)CC1
  A: -2; B: 1.6; C: 0.2; D: -3
Cc1ccc(C)c(C(=O)COC(=O)c2cnccn2)c1
  A: -1; B: 0.7; C: 0.2; D: -5
COc1cccc(C(=O)N2CC=C[C@H]2C(=O)NC2CC2)c1
  A: -6; B: -0.5; C: 0.0; D: -1
CCc1n[nH]c(=S)n1/N=C(\C)c1ccc2ccccc2c1O
  A: 9; B: -0.7; C: -0.1; D: -4
COc1ccc(CCNC(=O)c2ccc3c(c2)NC(=O)C(CSCc2ccccc2C)N3)cc1OC (stereo not given)
  A: 15; B: -0.4; C: 0.4; D: 3
CC(=O)Oc1ccc(/C=C(\C#N)c2nnc3n2CCCCC3)cc1
  A: 11; B: -0.8; C: 0.1; D: -4
O=C(CN1C(=O)c2ccccc2C1=O)Oc1cccc(-c2cnc3ccccc3n2)c1
  A: 3; B: -0.4; C: 0.1; D: 2
CCCCS(=O)(=O)C1CCCCC1OC(=O)CCN1CCOCC1 (stereo not given)
  A: 1; B: 1.0; C: 0.1; D: 4
Cc1ccc(S(=O)(=O)NC(C)C(=O)N2CCN(c3cccc(Cl)c3)CC2)cc1 (stereo not given)
  A: -4; B: -0.3; C: -0.2; D: -6
Cc1cccc(NC(=O)c2c(NC(=O)Cc3ccccc3)sc3c2CCC3)c1
  A: -3; B: 1.1; C: -0.2; D: -2
CCCN(CCC)S(=O)(=O)c1cccc(-c2cn3cc(C)ccc3n2)c1
  A: 2; B: -2.0; C: 0.3; D: -2
CCOc1cc(CN2CCC(C(=O)NCC3CCCO3)CC2)ccc1O (stereo not given)
  A: 58*; B: 0.8; C: 0.0; D: 0
N#CCSc1nc2ccccc2c(=O)n1CCCC(=O)NCc1ccccc1
  A: -3; B: -0.7; C: -0.1; D: -10
CC1(C)CC2CC(C)(CN2C(=O)COC(=O)COc2ccc(Br)cc2)C1 (stereo not given)
  A: 10; B: -1.8; C: 0.7; D: -8
CCOC(=O)N1CCC(Nc2ncnc3c2cnn3-c2ccc(C)cc2C)CC1
  A: -6; B: -0.7; C: -0.4; D: 39*
CCn1c(SCC(=O)N2CCC(C)CC2)nc2sc3c(c2c1=O)CCC3
  A: 1; B: 0.0; C: 0.0; D: 10
O=S(=O)(NC1CC1)c1ccc(Cl)cc1F
  A: -1; B: -0.1; C: 0.0; D: 4
C/C(N)=C(/C#N)C(=O)COC(=O)c1cc2ccccc2oc1=O
  A: 9; B: -0.5; C: 0.0; D: -1
CCCCCOC(=O)C1=C(C)NC2=C(C(=O)CC(C)(C)C2)C1c1ccccc1I (stereo not given)
  A: 61*; B: 1.8; C: 0.0; D: 4
CC1CCc2c(sc(NC(=O)CN3C(=O)c4ccccc4C3=O)c2C#N)C1 (stereo not given)
  A: 1; B: -1.5; C: 0.1; D: 0
CCCSc1nc(NCCO)c2c3c(sc2n1)COC(C)(CC)C3 (stereo not given)
  A: 10; B: 2.4; C: 0.9; D: -2
CCN(CC)CC(=O)Nc1ccc([N+](=O)[O-])cc1Br
  A: 9; B: 0.7; C: 0.0; D: 7
CSc1sccc1/C=N/N(C)S(=O)(=O)c1ccc(C)cc1
  A: 1; B: 0.4; C: 0.0; D: -2
CCOCCCNC(=O)Cc1c[nH]c2ccccc12
  A: 3; B: -0.6; C: 0.0; D: 0
N#Cc1ccc(NC(=O)c2cccc(C(=O)Nc3ccc(C#N)cc3)c2)cc1
  A: -1; B: 0.6; C: 0.1; D: 6
CC(=O)Nc1ccc2c(c1)OC(=O)C2(O)C(F)(F)F (stereo not given)
  A: -7; B: 0.6; C: -0.2; D: -12

# Further results follow:
# Short keys – A = MITF inh; B = GPR151 ag; C = FBW7 activator; D = TEAD-YAP inh
COc1ccc(-c2cccc(C(=O)Nc3c(C)n(C)n(-c4ccccc4)c3=O)c2)cc1
  A: -5; B: -1.3; C: 0.1; D: 0
O=C1C(=Cc2cc([N+](=O)[O-])c(N3CCOCC3)cc2N2CCOCC2)C(=O)c2ccccc21
  A: 2; B: 1.1; C: 0.0; D: -1
CC1Oc2ccc(-c3ccccc3)cc2N(Cc2ccc(S(C)(=O)=O)cc2)C1=O (stereo not given)
  A: -13; B: -0.4; C: 0.2; D: 5
CC(C)N(CCNC(=O)c1cnc(N2CCN(Cc3ccc4c(c3)OCO4)CC2)s1)C(C)C
  A: 12; B: -0.6; C: 0.1; D: 9
CCCC(=O)NC(C)c1ccc(Br)cc1 (stereo not given)
  A: -2; B: 0.9; C: -0.2; D: -4
CC(CC(=O)NCCc1ccc(Cl)cc1)CC1=NS(=O)(=O)c2ccccc2N1 (stereo not given)
  A: 2; B: -0.6; C: 0.1; D: 3
Cc1cccc2cc(CN(CCN3CCOCC3)C(=O)Nc3ccccc3)c(=O)[nH]c12
  A: 6; B: 0.9; C: 0.9; D: -5
c1ccc2c(c1)cc(-c1nc3ccccc3[nH]1)c1nc3ccccc3n12
  A: -10; B: -0.5; C: 0.2; D: 11
COc1ccc(/C(N)=N/OC(=O)COc2cc(C)c(Br)cc2C)cc1OC
  A: -3; B: 0.2; C: -0.1; D: -3
COc1ccc(/C(N)=N/OC(=O)C(C)(C)Oc2ccc(Cl)cc2)cc1OC
  A: -16; B: -1.8; C: 0.0; D: 6
COc1ccc(C(=O)C2CCCN(S(=O)(=O)c3ccccc3F)C2)c(C)c1 (stereo not given)
  A: -4; B: 0.4; C: -0.1; D: 0
COc1ccc(N2CSC3=C(C#N)C(c4cc(OC)ccc4OC)CC(=O)N3C2)cc1 (stereo not given)
  A: -3; B: -0.2; C: -0.5; D: -27
CCc1cc2c(C)cc(=O)oc2c(CN(C(C)C)C(C)C)c1O
  A: 4; B: 1.4; C: -0.3; D: 3
CN1CCc2c(sc3c2C(=O)NC(c2cc(Br)ccc2O)N3)C1 (stereo not given)
  A: -1; B: 0.9; C: -0.1; D: -1
Cc1sc(NC(=O)C2CCCO2)c(C(N)=O)c1-c1ccccc1 (stereo not given)
  A: 20; B: -1.0; C: 0.6; D: -71
CCCN(CCC)CCCNC(=O)c1cc2c(=O)n(C)c3ccccc3c2s1
  A: 6; B: -0.3; C: -0.2; D: -9
C/C(=N\NC(=O)Cn1nnc(-c2ccccc2)n1)c1nonc1C
  A: 13; B: 16*; C: 0.3; D: 1
CCS(=O)(=O)c1c(S(=O)(=O)CC)c2ccc(C(N)=O)cn2c1C(=O)OC
  A: -4; B: 1.3; C: -0.2; D: -14
CN1CCN(C(CNS(=O)(=O)c2cc(Cl)ccc2Cl)c2ccsc2)CC1 (stereo not given)
  A: 14; B: -1.2; C: 1.3; D: -7
COc1ccc(C(c2nnnn2CC2CCCO2)N2CCN(C3CCCCC3)CC2)cc1 (stereo not given)
  A: 8; B: -0.4; C: -0.1; D: -4
O=C(COc1ccc(-c2nc3ccccc3s2)cc1)Nc1ncn[nH]1
  A: 2; B: -12; C: 0.1; D: 12
CCC(C(=O)Nc1c2c(nn1-c1ccc([N+](=O)[O-])cc1)CS(=O)(=O)C2)c1ccccc1 (stereo not given)
  A: 8; B: 1.5; C: 0.7; D: 9
COc1ccc(-c2nc(N3CCN(c4ccc(F)cc4)CC3)c3ccccc3n2)cc1OC
  A: 10; B: -1.6; C: 0.4; D: 1
Cc1ccc(C(CC(=O)N2CCOCC2)c2ccccc2)c(O)c1C (stereo not given)
  A: 14; B: -1.1; C: 0.8; D: 3
O=C(CSc1nnnn1-c1ccccc1)c1ccc(OC(F)F)cc1
  A: -2; B: -0.1; C: 0.0; D: 4
CC(=O)Nc1ccc(NC(=O)c2cnc(-c3ccc(C(=O)NC4CC4)cc3)s2)cc1
  A: -8; B: 1.1; C: -0.1; D: -6
CCOC(=O)c1c(NC(=O)C2CC2)sc(C)c1C
  A: 19; B: -1.2; C: 0.1; D: 7
Cc1sc2ncnc(N3CCCCC3)c2c1-c1ccc(F)cc1
  A: 6; B: -1.6; C: 0.0; D: 5
COc1cccc(-c2nc3sc4c(c3c(=O)n2CC(=O)Nc2ccccc2C(F)(F)F)CCCC4)c1
  A: 2; B: -0.2; C: 0.1; D: 0
C=C(C)C(=O)Nc1ccc(O)c(-c2nc3ccccc3[nH]2)c1
  A: 30; B: -0.6; C: 0.2; D: 11
COCCNC(=O)CN(C(=O)CCC(=O)Nc1nccs1)c1ccc(C)c(C)c1
  A: -7; B: -0.5; C: 0.1; D: -4
CC(C)(C)c1cnnn1-c1ccc([N+](=O)[O-])cc1
  A: 5; B: -0.2; C: -0.1; D: -2
Cc1cc(C(=O)Nc2ccc3ccccc3c2)c(C)o1
  A: 9; B: -2.8; C: -0.1; D: 8
COCCNC(=O)CN(Cc1ccc(F)cc1)C(=O)CCC(=O)Nc1cc(C)on1
  A: 7; B: 0.0; C: 0.2; D: 6
OC(COc1c(F)cc(Br)cc1F)CN1CCCC1 (stereo not given)
  A: 0; B: -0.7; C: 0.0; D: 5
COc1cccc(CNC(=O)c2cc(Sc3ccccc3Cl)nc3ccccc23)c1
  A: -4; B: -0.2; C: -0.1; D: -1
CCCCNC(=O)c1nn2cc(Br)cnc2c1Br
  A: 4; B: 1.2; C: 0.0; D: 2
Cc1ccc(/C=N/N=C2/NC(=O)C(CC(=O)Nc3ccccc3)S2)o1 (stereo not given)
  A: -1; B: 0.4; C: -0.2; D: 2

# Four entries from above, with each value named.
> OC(COc1c(F)cc(Br)cc1F)CN1CCCC1 (stereo not given)
  MITF inh: 0
  GPR151 ag: -0.7
  FBW7 activator: 0.0
  TEAD-YAP inh: 5
> COc1cccc(CNC(=O)c2cc(Sc3ccccc3Cl)nc3ccccc23)c1
  MITF inh: -4
  GPR151 ag: -0.2
  FBW7 activator: -0.1
  TEAD-YAP inh: -1
> CCCCNC(=O)c1nn2cc(Br)cnc2c1Br
  MITF inh: 4
  GPR151 ag: 1.2
  FBW7 activator: 0.0
  TEAD-YAP inh: 2
> Cc1ccc(/C=N/N=C2/NC(=O)C(CC(=O)Nc3ccccc3)S2)o1 (stereo not given)
  MITF inh: -1
  GPR151 ag: 0.4
  FBW7 activator: -0.2
  TEAD-YAP inh: 2
